mIAP act – mouse IAP activation; activation factor at 10 µM; hit rate 0.24% among 330,000; muIAP, CDP-Star luminescence, 30 min; active compounds read high; 1 = vehicle-only enzyme signal, 0 = enzyme-free wells;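 active means activation factor of at least 2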; further: the source names both 10 and 20 µM as test concentration; values of inactives mirror those of a sister screen read the other way
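Assay system: mouse IAP enzyme; Reagent: CDP-Star chemiluminescent phosphatase substrate; Compound: DMSO-dissolved test compounds; Incubation: 30 min, room temperature; Technique: luminescence from enzymatic CDP-Star hydrolysis; Controls: DMSO-only wells and no-enzyme negative control.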
mIAP block – mouse IAP inhibition | inhibition, % at 10 µM | hit rate 0.2% among 330,000 | AID 2806 | purified mouse IAP, CDP-Star luminescence, 30 min;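 active means inhibition of at least 40% at 10 µM in the primary screen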;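 further: plate controls were DMSO with enzyme for no effect and no enzyme wells for full effect; values of inactives mirror those of a sister screen read the other way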
HKDC1 inhibitor – HKDC1 (human) hexokinase inhibition; Q2TB90; recombinant HKDC1, G6PDH/diaphorase resazurin coupled fluorescence; inhibition, % at 20 µM; hit rate 0.16% among 340,000;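 active means inhibition above about 35% when tested at 20 µM, limit read from the data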;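 further: plate controls were DMSO wells with enzyme for no effect and DMSO wells lacking enzyme for full effect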
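Incubation: 90 min at room temperature in dark / Material: recombinant HKDC1 (HK5) hexokinase enzyme, produced in-house / Quantity: enzyme 5 µg/mL final / Compound: one dose of 20 µM, 1% DMSO / Reagent: glucose and ATP substrates / Buffer or medium: Tris pH 8.0 buffer with MgCl2, Tween-20, BSA, BME / Technique: resorufin fluorescence at 613 nm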
APOBEC3A inh – inhibitors of human APOBEC3A DNA deaminase | P31941 | recombinant A3A, FAM/TAMRA ssDNA deamination fluorescence | inhibition, % at 20 µM | hit rate 0.41% among 330,000;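 active means at least 40% inhibition at 20 µM here, with at most 30% in a related deaminase screen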;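 further: plate controls were A3A with DMSO for no effect and wells lacking A3A enzyme for full effect; some results filed as inactive read as strong as hits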
Target sequence (P31941 whole entry, looked up): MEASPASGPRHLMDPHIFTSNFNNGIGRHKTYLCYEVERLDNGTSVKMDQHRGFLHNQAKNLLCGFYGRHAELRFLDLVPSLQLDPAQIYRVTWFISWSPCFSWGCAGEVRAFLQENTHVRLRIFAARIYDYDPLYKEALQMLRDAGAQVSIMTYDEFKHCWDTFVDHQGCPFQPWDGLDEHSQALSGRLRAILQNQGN
hIAP inh – blocks human intestinal alkaline phosphatase. inhibition, % at 10 µM. hit rate 0.12% among 330,000. P09923. purified IAP, CDP-Star luminescence, 30 min;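 active means inhibition reaching a set limit with compound at 10 µM in the primary screen, cut at about 35% in these data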;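 further: plate controls were DMSO wells with enzyme for no effect and no-enzyme buffer wells for full effect; values of inactives mirror those of a sister screen read the other way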
Target sequence (P09923 whole entry, looked up): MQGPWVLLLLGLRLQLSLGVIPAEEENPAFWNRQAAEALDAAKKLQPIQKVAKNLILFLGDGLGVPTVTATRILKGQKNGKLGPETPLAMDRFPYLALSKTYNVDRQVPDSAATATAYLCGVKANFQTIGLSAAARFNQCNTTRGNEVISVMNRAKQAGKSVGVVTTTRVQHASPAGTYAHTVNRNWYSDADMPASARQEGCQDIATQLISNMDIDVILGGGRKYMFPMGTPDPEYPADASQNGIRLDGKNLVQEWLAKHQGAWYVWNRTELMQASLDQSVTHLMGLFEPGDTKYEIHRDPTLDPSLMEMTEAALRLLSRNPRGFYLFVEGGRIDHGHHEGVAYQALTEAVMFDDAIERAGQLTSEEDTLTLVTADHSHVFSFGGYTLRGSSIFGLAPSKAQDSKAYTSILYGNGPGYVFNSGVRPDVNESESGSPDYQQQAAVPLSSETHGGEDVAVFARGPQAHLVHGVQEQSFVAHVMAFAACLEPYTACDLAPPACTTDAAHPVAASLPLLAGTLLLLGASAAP
hIAP act – increases human intestinal alkaline phosphatase activity | P09923 | purified human IAP, CDP-Star luminescence, 30 min; active compounds read high; 1 = vehicle-only enzyme, 0 = enzyme-free background | activation factor at 10 µM | hit rate 0.16% among 330,000 | AID 2524;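 active means activation factor of the enzyme at least 2-fold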; further: the source names both 10 and 20 µM as test concentration; values of inactives mirror those of a sister screen read the other way
PfG6PD inh – PfG6PD (Plasmodium falciparum) enzyme inhibition. PfGluPho enzyme, NADPH resazurin-diaphorase fluorescence. inhibition, % at 20 µM. hit rate 0.78% among 350,000;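 active means inhibition reaching at least a set limit at 20 µM in the primary screen, cut at about 59% in these data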;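 further: 0% = DMSO wells with substrate and 100% = DMSO wells lacking glucose-6-phosphate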
ATG4B inhibitor – inhibitors of human ATG4B cysteine protease; ATG4B cleavage of LC3-PLA2, NBD-HPC fluorescence, 1 h; inhibition, % at 8.33 µM; Q9Y4P1; hit rate 0.51% among 340,000; in the data active means inhibition above about 40%
An asterisk follows results filed as active; · = not tested or not shown.

SMILES	mIAP act	mIAP block	HKDC1 inhibitor	APOBEC3A inh	hIAP inh	hIAP act	PfG6PD inh	ATG4B inhibitor
CN(C(=O)CSc1nncc2ccccc12)c1ccccc1	1.1	-6	-8	-3	-6	1.1	-4	-14
COC(=O)/C=C1\SC(N)=NC1=O	1	0	-2	0	-8	1.1	-3	-7
Cn1c(SCC(=O)O)nnc1C1CCCCC1	0.94	6	-10	-4	18	0.82	5	-4
C=CCn1c(SCC(=O)c2c(N)n(C3CC3)c(=O)[nH]c2=O)nnc1-c1ccc(OC)cc1	0.97	3	-5	-1	-21	1.2	-2	-6
Cc1ccc2oc(C(=O)N3CCCCCC3)c(C)c2c1	1	-1	-3	1	46*	0.54	4	2
COc1ccc(CNCC(O)(c2ccccc2)c2ccccc2)cc1	1	-1	-3	2	-7	1.1	11	6
CCCCN1C(=O)c2ccc(C(=O)Nc3c(N)n(CCCC)c(=O)n(C)c3=O)cc2C1=O	1	0	-17	-1	-8	1.1	-7	-12
Cc1cc(C)n(-c2nc(-c3cccc(Cl)c3)cs2)n1	0.99	1	-3	-1	-5	1	19	-10
CCCCn1c(O)c(N=NC(=O)Cn2c(C(F)(F)F)nc3ccccc32)c2ccccc21	0.89	11	6	4	-4	1	-5	-8
COCCn1c(SCC(=O)N(C)c2ccccc2)nc2c([nH]c3ccccc32)c1=O	1.1	-6	-5	-1	-29	1.3	1	6
O=S(=O)(c1ccccc1)N1CCN(c2cccc(Cl)c2)CC1	1.1	-7	-2	-4	-11	1.1	-13	51*
COc1ccc(-c2cnc(SCCNC(=O)c3ccc4c(c3)OCO4)[nH]2)cc1	1	-2	5	-2	1	0.99	-2	1
Cc1oc2cc(O)cc(C)c2c(=O)c1-c1cnn(-c2ccccc2)c1	0.9	10	20	4	18	0.82	-18	-20
COc1ccc(C(=O)COC(=O)c2nn(C)cc2Cl)cc1	0.97	3	-1	-3	20	0.8	-8	-4
O=C(CCSc1ccc(F)cc1)Nc1ccc(-n2cnnn2)cc1	1	-3	7	-4	9	0.91	3	-14
Cc1ccccc1N(CC(=O)NC1CCCC1)C(=O)c1oc(C(C)(C)C)cc1C	1.1	-8	-16	0	20	0.8	34	5
O=C(C[n+]1ccn(-c2ccccc2)c1)c1ccc([N+](=O)[O-])cc1	0.97	3	-4	7	-22	1.2	4	-5
COc1ccc(NC(C)=[N+](C)CCNS(=O)(=O)c2ccc(Cl)cc2)cc1Cl	1.1	-6	-3	62*	-23	1.2	13	-7
CCCCCNCc1cccc(Br)c1	1	0	-6	-3	-18	1.2	0	-10
C=C(C)c1cccc(C(C)(C)NC(=O)NCc2ccc(OC)cc2)c1	1.3	-32	-9	-3	-11	1.1	-10	-4
O=C1c2ccncc2C(=O)N1C1CCCCC1	1.1	-6	-10	-1	-6	1.1	-9	0
O=C1[C@@H]2CSCN2C(=O)CN1Cc1c(F)cccc1Cl	0.9	10	0	-5	20	0.8	-3	4
COc1cccc(OC)c1C(=O)Nc1ccc(N2CCCCC2)cc1	1	-1	0	0	-9	1.1	28	-8
Cc1ccc(NC(=O)CSCC(=O)Nc2cccc3ncccc23)cc1	0.92	8	6	8	6	0.94	4	-10
CCOC(=O)C1=C(c2ccccc2)NC(=O)NC1c1ccsc1 (stereo not given)	0.97	3	1	5	-1	1	2	0
Next results
SMILES	mIAP act	mIAP block	HKDC1 inhibitor	APOBEC3A inh	hIAP inh	hIAP act	PfG6PD inh	ATG4B inhibitor
O=S(=O)(c1cccc(-c2nnc(SCc3nc4ccccc4s3)o2)c1)N1CCOCC1	0.73	27	10	-1	0	1	21	-6
CCOC(=O)CC1CCCCN1C(=O)CCCn1nnnc1CN1CCOCC1 (stereo not given)	1	-1	-3	-2	2	0.97	-14	4
CC(OC(=O)CCC(=O)c1cccs1)C(=O)Nc1ccccc1[N+](=O)[O-] (stereo not given)	1	-2	-4	0	-4	1	4	-1
CN(c1ccccc1)S(=O)(=O)c1ccc(C(=O)N2CCN(c3ccccc3Cl)CC2)cc1	0.94	6	-3	-4	-22	1.2	1	0
Cc1ccc(C)c(N2CCN(C(=O)CCc3nc(-c4ccccc4)no3)CC2)c1	1	-1	18	3	·	·	-5	2
COc1cc(CN2CCCC(CO)(Cc3ccccc3C)C2)cc2c1OCO2 (stereo not given)	0.94	6	-2	-3	9	0.91	3	-13
Cc1ccc(-c2nc3ccccc3[nH]2)cn1	1	-2	3	-2	-36	1.4	35	0
C=CCN(c1nc(C)cc(OC)n1)S(=O)(=O)c1ccc(C)cc1	1	-5	5	-4	5	0.95	6	-1
Cc1[nH]nc2c1C(c1ccc(F)cc1)C1=C(CC(C)(C)CC1=O)N2 (stereo not given)	1.1	-8	1	-2	2	0.98	-1	-13
CC(=O)Nc1ccc(NC(=O)c2nccnc2C(=O)O)cn1	0.93	7	1	1	-5	1.1	-7	3
Cc1cccc(CN2C(=O)c3ccccc3Sc3ccc(C(=O)NCCN4CCOCC4)cc32)c1	0.98	2	5	5	-1	1	-8	-13
O=C(NCC(=O)N(c1ccc(F)cc1)C(C(=O)NC1CCCC1)c1ccncc1)c1ccco1 (stereo not given)	1	-4	-3	3	-10	1.1	-3	2
COc1ccc(/C=N/NC(=O)c2cc(-c3cccn3C)n[nH]2)cc1OC	0.85	14	-1	0	-4	1	22	-11
Cc1ccc(NC(=O)Cn2ccc(=O)[nH]c2=O)cc1	0.94	6	-6	1	2	0.98	6	-1
COc1ccc(-c2[nH]ncc2CN2CCC(OCc3ccccc3)CC2)c(F)c1	1	-1	-3	-2	-44	1.4	13	20
O=C(Cc1ncc(C(F)(F)F)cc1Cl)NCc1ccco1	1.2	-16	-5	-3	-7	1.1	4	-4
CC1CCN(C(=O)CSc2nnc3c(n2)[nH]c2ccc(F)cc23)CC1	0.94	6	-6	-2	8	0.92	0	-4
O=C(COC(=O)Cn1cnc2ccccc21)Nc1ccc2c(c1)OCCO2	1	-3	-5	-2	-3	1	4	-2
CCCc1cc(=O)n2[nH]c(-c3ccc(C)cc3)cc2n1	1	-4	1	-3	-3	1	48	0
Oc1ccc2ccccc2c1CN1CCN(c2ccccc2)CC1	0.97	3	14	-5	3	0.97	13	-6
Fc1ccc(-c2ccc(/C=N/n3cnnc3)o2)cc1	0.98	2	-6	0	-22	1.2	7	0
OC[C@H]1O[C@@H](Oc2ccc3cc(Br)ccc3c2)[C@H](O)[C@@H](O)[C@H]1O	0.99	1	2	-6	10	0.9	3	4
CCOc1cccc(-c2nnc(SCC(=O)NC3CC3)n2C)c1	0.98	2	1	-2	-2	1	-3	-5
O=C1c2cccc(OCC(=O)N3CCCc4ccccc43)c2CCN1Cc1ccc(F)cc1	1	0	-3	3	7	0.93	-5	-4
COCC(C)NC(=O)c1cc2cccc([N+](=O)[O-])c2[nH]1 (stereo not given)	1.1	-5	-1	-5	-10	1.1	2	5
The list continues.
SMILES	mIAP act	mIAP block	HKDC1 inhibitor	APOBEC3A inh	hIAP inh	hIAP act	PfG6PD inh	ATG4B inhibitor
COc1cccc(-c2nn(-c3ccc(C)cc3)cc2C(=O)N(C)CC(=O)Nc2cccc(F)c2)c1	1.3	-32	-5	-3	-4	1	27	-16
Cc1ccc(C(=O)NNC(=O)CSc2nnc3ccccn23)cc1	0.9	10	-5	-3	17	0.83	8	-3
COc1ccc(Cn2c(-c3ccc(C)cc3)nc3c(c(=O)c4ccccc4n3C)c2=O)cc1	1	-1	21	0	-13	1.1	-18	21
COC(=O)c1c(C)[nH]c(C(=O)COC(=O)c2c(C)noc2C)c1C	1	-5	-3	-2	-2	1	0	0
CC(C)c1ccc(/C=N/NC(=O)c2c(Cl)cnn2C)cc1	0.99	0	-5	-3	5	0.95	7	9
Cc1cccc(CN2C(=O)N/C(=C/c3ccc(C)s3)C2=O)c1	1	-1	-5	2	11	0.89	3	-6
CNc1ccc(Br)cc(C(=O)/C=C/c2ccc(OC)cc2OC)c1=O	0.79	21	25	18	12	0.88	37	10
CN(C)CCN(C(=O)C1=COCCO1)c1nc2ccc(F)cc2s1	1.1	-8	3	-4	-25	1.3	-4	5
COC(=O)C1=C(NC(=O)c2cccc(OC)c2)CCS1	0.98	2	-6	5	-14	1.1	10	0
O=[N+]([O-])c1ccc(-c2c(-c3ccccc3)ncc3ccc(F)cc23)cc1	0.75	25	7	2	-4	1	4	9
CC(C)(C)c1ccc(CSc2nc(N)cc(=O)[nH]2)cc1	1.1	-6	-1	-2	0	1	-6	-2
O=C(Nc1ccccc1C(=O)O)c1ccc(NC(=O)C2CCCCC2)cc1	0.89	11	11	-3	-3	1	-1	5
Cc1ccc2c(CC(=O)NC3CCS(=O)(=O)C3)coc2c1C (stereo not given)	0.98	2	-5	-3	-14	1.1	-17	8
CCOC(=O)c1nn(-c2cccc(C)c2)c2nc(-c3ccccc3)c(C#N)c(=O)n12	1	-1	-5	-19	-4	1	-5	-5
Cc1ccc(NC(=O)c2c(-c3ccccc3Cl)noc2C)nc1	1.1	-10	-1	-4	2	0.98	-22	-2
Cc1ccc2c(c1)C1OCCC1C1N2C(=O)C2C(C(=O)O)C3C=CC21O3 (stereo not given)	1	0	5	5	-10	1.1	-7	-2
C[C@@]12C(=O)N(CCO)CC(=O)N1[C@H](/C=C/c1ccccc1)[C@@H]1C(=O)N(c3ccccc3)C(=O)[C@@H]12	1	-3	-4	-1	1	0.99	-8	13
CC(C)CNC(=O)C1CCN(c2ccc(S(=O)(=O)N3CCOCC3)cc2[N+](=O)[O-])CC1	0.94	6	0	-1	12	0.88	-20	-12
CC(=O)c1ccc(NC(=O)c2cc(-c3cccs3)on2)cc1	1.1	-6	-6	-3	-31	1.3	-5	1
Cc1cccc(NC(=S)NCc2ccccc2Cl)c1C	1	-2	-1	-5	16	0.84	-1	27
COc1cc(C(C(=O)NC2CCCCC2)N(C(=O)c2cnccn2)c2ccccc2)cc(OC)c1OC (stereo not given)	1.1	-12	-2	-6	-25	1.2	-2	1
COc1cc(CNCCO)cc(Br)c1OCc1ccccc1Cl	0.97	3	2	2	13	0.87	-7	3
CCc1ccc(NC(=O)CSCc2nc(N)nc(Nc3ccccc3CC)n2)cc1	0.99	1	12	-2	4	0.96	-12	5
O=C(CCc1ccccc1)Nc1nc2ccc(S(=O)(=O)N3CCOCC3)cc2s1	0.94	6	-5	-3	9	0.91	-15	-2
Cc1ccc(NC(=O)c2ccnc(C(C)(C)C)c2)cc1	1.1	-6	-1	-10	-18	1.2	1	-1
O=C1CC(N2CCN(c3ccc(Cl)c(Cl)c3)CC2)C(=O)N1 (stereo not given)	0.98	2	-3	-1	-8	1.1	0	-8
CCN(CC)c1nc(N)c2c(N)nc3c(c2c1C#N)CC(c1ccccc1)O3 (stereo not given)	1.1	-9	21	1	-21	1.2	3	12
O=C(NCCCN1CCOCC1)c1cccc(S(=O)(=O)N2CCN(c3ccccc3)CC2)c1	0.98	2	3	-5	14	0.86	-12	-6
CN(C)S(=O)(=O)c1cccc(C(=O)OCC(=O)NCc2ccccc2)c1	0.86	14	-6	-3	-10	1.1	-12	8

Compounds shown so far that contain a COOH group, in the order listed:
SMILES	mIAP act	mIAP block	HKDC1 inhibitor	APOBEC3A inh	hIAP inh	hIAP act	PfG6PD inh	ATG4B inhibitor
Cn1c(SCC(=O)O)nnc1C1CCCCC1	0.94	6	-10	-4	18	0.82	5	-4
CC(=O)Nc1ccc(NC(=O)c2nccnc2C(=O)O)cn1	0.93	7	1	1	-5	1.1	-7	3
O=C(Nc1ccccc1C(=O)O)c1ccc(NC(=O)C2CCCCC2)cc1	0.89	11	11	-3	-3	1	-1	5
Cc1ccc2c(c1)C1OCCC1C1N2C(=O)C2C(C(=O)O)C3C=CC21O3 (stereo not given)	1	0	5	5	-10	1.1	-7	-2

Compound activity as filed in PubChem.
